# HTT aggregate – qHTS Multiplex Assay to Identify Dual Action Probes in a Cell Model of Huntington: Aggregate Formation (GFP); PC12 HttQ103-GFP aggregates, Acumen cytometry, 40 h; Potency, µM (titrated, usually from 46.1 µM), without a hit: at the top dose activity change, negative = inhibition, usual class: inhibitors; 1.1% of 220,000 active; AID 1688, 2009; further: potency means the concentration at half of the fitted maximal effect; on the % scale 0 is the no-effect control and ±100 the full control effect; nearly all actives have a fitted effect of over 60% in size
#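 PC12 cells with ecdysone-inducible HTT exon1 Q103-GFP, induced by 100 nM tebufenozide, given compounds in a concentration series. GFP aggregates (1–25 um, 6 SD above background) counted in lysates by laser-scanning cytometry, 488 nm excitation.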
# NPSR antagonist – qHTS Assay for Antagonists of the Neuropeptide S Receptor: cAMP Signal Transduction | Q6W5P4 | CHO-NPSR cells, cAMP TR-FRET, antagonist mode | Potency, µM (doses to about 38.3 µM), without a hit: at the top dose activity change, negative = inhibition, hits mostly inhibitors | 1% of 220,000 active | AID 1461, 2008; further: potency means the concentration at half of the fitted maximal effect; on the % scale 0 is the no-effect control and ±100 the full control effect; nearly all actives have a fitted effect of over 50% in size; many of its hits are not listed in these tables
# Target sequence (Q6W5P4 whole entry, looked up): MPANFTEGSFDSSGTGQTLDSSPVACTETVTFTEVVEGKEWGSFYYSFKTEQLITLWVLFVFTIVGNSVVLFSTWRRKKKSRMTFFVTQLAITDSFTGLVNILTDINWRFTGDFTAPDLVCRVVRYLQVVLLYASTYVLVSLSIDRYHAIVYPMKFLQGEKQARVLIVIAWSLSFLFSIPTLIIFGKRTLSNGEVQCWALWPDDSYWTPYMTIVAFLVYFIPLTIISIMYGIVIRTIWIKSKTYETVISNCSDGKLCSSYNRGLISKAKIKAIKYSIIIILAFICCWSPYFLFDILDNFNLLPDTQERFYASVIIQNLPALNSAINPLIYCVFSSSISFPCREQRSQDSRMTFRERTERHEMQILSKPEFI
# CBFb-RUNX1 inh – qHTS Assay for Compounds Blocking the Interaction Between CBF-beta and RUNX1 for the Treatment of Acute Myeloid Leukemia. Runt-related transcription factor 1 (Homo sapiens) + Core-binding factor subunit beta …. AlphaScreen CBFb-His/RUNX1-biotin binding, biochemical. Potency, µM (top dose mostly 59.8 µM), for inactives: at the top dose activity, negative = inhibition, hits mostly inhibitors. 230,000 tested, under 10 active; further: % of control where 0% means no effect
# Target sequence (Q01196 whole entry, looked up): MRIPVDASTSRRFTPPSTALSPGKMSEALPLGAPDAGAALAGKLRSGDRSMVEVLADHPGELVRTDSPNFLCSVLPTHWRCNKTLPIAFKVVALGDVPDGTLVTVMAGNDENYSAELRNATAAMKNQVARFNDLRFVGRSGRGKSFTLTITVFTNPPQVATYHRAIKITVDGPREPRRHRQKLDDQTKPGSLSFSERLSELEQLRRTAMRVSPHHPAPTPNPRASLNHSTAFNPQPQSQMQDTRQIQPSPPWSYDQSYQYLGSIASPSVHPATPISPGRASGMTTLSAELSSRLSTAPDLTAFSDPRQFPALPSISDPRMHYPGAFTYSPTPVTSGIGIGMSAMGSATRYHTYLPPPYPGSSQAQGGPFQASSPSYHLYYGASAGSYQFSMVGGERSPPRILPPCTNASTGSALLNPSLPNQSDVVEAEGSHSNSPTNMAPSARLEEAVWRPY
# Target sequence (Q13951 whole entry, looked up): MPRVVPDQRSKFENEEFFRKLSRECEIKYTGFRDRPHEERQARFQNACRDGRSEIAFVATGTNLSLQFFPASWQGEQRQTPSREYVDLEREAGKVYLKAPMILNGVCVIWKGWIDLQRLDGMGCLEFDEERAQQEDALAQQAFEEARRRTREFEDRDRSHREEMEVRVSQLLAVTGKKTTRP
#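 AlphaScreen proximity signal reports loss of binding between His-tagged CBF-beta and biotin-labelled RUNX1, each at 30 nM. Proteins are pre-associated for 20 minutes, compounds added for 15 minutes, then beads for 90 minutes, all at ambient temperature.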
# Epigenetic reg – Quantitative High-Throughput Screen for Regulators of Epigenetic Control | murine LDR cells, GFP reporter derepression, 30 h | Potency, µM (titrated, usually from 53.9 µM), for inactives: at the highest dose GFP activation, most hits filed as activators | 0.2% of 280,000 active | AID 1865, 2009; further: potency means the concentration at half of the fitted maximal effect; % of control where 0% means no effect; nearly all actives have a fitted effect of over 60% in size
#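 Reporter derepression read as number of fluorescent GFP-positive objects, 20-120 um in size, counted by laser-scanning cytometer. Mouse LDR line with an epigenetically silenced CMV-GFP locus; compound incubation 30 h, 37 C.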
# KinaseGlo FLuc – Counterscreen for Luciferase (Kinase-Glo TM) Inhibition; Luciferin 4-monooxygenase (Photuris pensylvanica), Q27757; Kinase-Glo luciferase, ATP luminescence, 8 min; Potency, µM (series often up to 38.3 µM), for the others: at the top dose activity change, negative = inhibition, hits mostly inhibitors; 0.28% of 200,000 active; AID 1379, 2008; further: potency means the concentration at half of the fitted maximal effect; on the % scale 0 is the no-effect control and ±100 the full control effect; nearly all actives have a fitted effect of over 60% in size
#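 Substrate mix (final 50 mM imidazole pH 7.2, 50 mM KCl, 7 mM MgCl2, 10 uM ATP, 0.01% Tween 20, 0.05% BSA) plus pin-tool compound, then Kinase-Glo detection mix; 8 min ambient, luminescence read.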
# L3MBTL1 block – qHTS Assay for the Inhibitors of L3MBTL1 | AlphaScreen L3MBTL1–H3K9me1 peptide binding | 0.66% of 230,000 active | AID 485360, 2010 | Lethal(3)malignant brain tumor-like protein 1 (Homo sapiens), Q9Y468 | Potency, µM (doses to about 57.1 µM), inactives show at the top dose activity, negative = inhibition, most hits filed as inhibitors; further: potency means the concentration at half of the fitted maximal effect; on the % scale 0 is the no-effect control and ±100 the full control effect; nearly all actives have a fitted effect of over 60% in size
#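 AlphaScreen assay: L3MBTL1 (50 nM final) was preincubated 30 min at room temperature with biotinylated H3(1-15)K9me1 peptide (75 nM final), then 30 min with library compounds; streptavidin donor and nickel chelate acceptor beads (10 ug/mL final) added, 30 min dark.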
# IMPase Li inh – qHTS Assay for Identifying the Cell-Membrane Permeable IMPase Inhibitors: Potentiation with Lithium; CHO-M1 cells, IP1 TR-FRET (IP-One), carbachol + lithium; Potency, µM (top dose mostly 59.4 µM), inactives show at the top dose activity, negative = IMPase inhibition, actives largely listed as inhibitors; 0.35% of 210,000 active;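 further: IP1 builds up when IMPase is blocked and the TR-FRET signal falls; potency means the concentration at half of the fitted maximal effect; plate controls were basal vehicle for no effect and high inhibitor control for full effect; nearly all actives have a fitted effect of over 50% in size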
#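 IP1 accumulation measured by competitive TR-FRET in lysed CHO-M1 cells after 30 min compound exposure at 37C, with a small lithium addition to potentiate weak responses. Hill-equation AC50 from ratio and donor-channel data.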
# The depositor's hits bear a star; ? = inconclusive; . = not tested or not shown; & = joins results of further samples; [ ] = another dose, or the depositor's remark. The call rests on the fitted dose curve; in most records, active means well fitted curve in the direction sought with a large enough effect; inconclusive means small, poorly fitted or top-dose-only effect, or another doubt; inactive means no such curve, though single readings can be large; an effect the other way counts as inactive or inconclusive. These rows are one share of the data; the hit share may differ from the screen's.
Molecule | HTT aggregate | NPSR antagonist | CBFb-RUNX1 inh | Epigenetic reg | KinaseGlo FLuc | L3MBTL1 block | IMPase Li inh
CCC(=O)Nc1nc(C)c(Oc2ccccc2)c(=O)[nH]1 | 6.0% | -7.9%[46.1 µM] | 10.9% | ? | . | 3.9% | .
CN1C(=S)SC(N2OC3C(=O)N(c4ccccc4)C(=O)C3C2c2ccccc2)C1(C)C (configuration not stated) | 2.9% | 16.9% | -3.4% | -1.0% | 1.7% | 6.2% | 5.5%
CC(C)(C)OC(=O)N1CCCN(C(=O)Nc2cccc(Cl)c2)CC1 | 9.6%[9.22 µM] | 10.6% | 14.1% | 0.1% | . | 4.5% | .
COC(=O)Cn1c(=NC(=O)CSCC(=O)Nc2cc(C)on2)sc2ccccc21 | 22.0%[9.22 µM] | 6.2% | 9.4% | 2.3% | . | . | .
CCOc1ccc(N2C(=O)S/C(=C\c3cccn3C)C2=O)cc1 | -9.4% | 9.2% | -11.7% | -0.8% | 2.3% | -7.4% | 12.6%
CC(=O)c1oc2ccccc2c1NC(=O)CCCN1C(=O)c2ccccc2C1=O | 4.3% | -7.5%[46.1 µM] | -2.8% | -2.7% | -2.3% | . | 12.6µM*
COc1cc(OC)nc(Oc2ccccc2C(=O)Oc2ccc(Cl)cc2)n1 | 3.4% | ? | 16.9% | -1.1% | -0.9% | 19.6% | 13.4%[38.3 µM]
COc1ccc(/C=C2/C(=O)N=C3SCCN32)cc1 | 10.6% | -11.2%[46.1 µM] | 7.4% | -0.6% | -0.3% | . | 25.2%[38.3 µM]
CCS(=O)(=O)N1CCN(C(=O)c2cccc(OC)c2)CC1 | 25.6% | 4.6%[46.1 µM] | 0.3% | -2.9% | 0.2% | 3.0% | -2.6%[38.3 µM]
CCOCC(=O)N1CCC(Cc2ccccc2)CC1 | 3.8%[9.22 µM] | 6.1% | 1.7% | -0.2% | -0.4% | 3.9% | 14.3%
CCN(CC#CCC1(O)c2ccccc2-c2ccccc21)C(C)C | 5.4% | -2.7%[46.1 µM] | -2.1% | 0.1% | -2.7% | -8.9% | 14.1%[38.3 µM]
Cc1ccc([N+](=O)[O-])cc1N=C(c1cccc([N+](=O)[O-])c1)N1CCOCC1 | -4.6% | -18.7%[46.1 µM] | -4.0% | 1.3% | -1.8% | -3.4% | -6.8%[38.3 µM]
COc1ccc(CNC(=S)Nc2cccc(C)c2)cc1 | 4.1% | -12.5%[46.1 µM] | -19.8% | -1.5% | -2.7% | . | 12.0%[38.3 µM]
COC(=O)C1=C(C)NC(C)=C(C(=O)OCCN(C)Cc2ccccc2)C1c1cccc([N+](=O)[O-])c1 (configuration not stated) | -37.8%&-5.8% | 10µM* | ? | 1.1%&1.1%&0.8%&1.3%&-1.1% | -1.7%&-1.3%&-1.7% | -14.4% | 21.7%&64.4%&27.3%&17.0%&24.0%
Cc1ccc(-n2ncc3c(=O)n(CC(=O)N4CCN(c5ccccc5)CC4)cnc32)cc1 | 16.7% | 1.0% | 2.9% | 15.1% | 6.7% | -15.8% | -15.2%

# Another view of 3 compounds above:
> CCS(=O)(=O)N1CCN(C(=O)c2cccc(OC)c2)CC1
  HTT aggregate = 25.6%; NPSR antagonist = 4.6%[46.1 µM]; CBFb-RUNX1 inh = 0.3%; Epigenetic reg = -2.9%; KinaseGlo FLuc = 0.2%; L3MBTL1 block = 3.0%; IMPase Li inh = -2.6%[38.3 µM]
> CCOCC(=O)N1CCC(Cc2ccccc2)CC1
  HTT aggregate = 3.8%[9.22 µM]; NPSR antagonist = 6.1%; CBFb-RUNX1 inh = 1.7%; Epigenetic reg = -0.2%; KinaseGlo FLuc = -0.4%; L3MBTL1 block = 3.9%; IMPase Li inh = 14.3%
> CCN(CC#CCC1(O)c2ccccc2-c2ccccc21)C(C)C
  HTT aggregate = 5.4%; NPSR antagonist = -2.7%[46.1 µM]; CBFb-RUNX1 inh = -2.1%; Epigenetic reg = 0.1%; KinaseGlo FLuc = -2.7%; L3MBTL1 block = -8.9%; IMPase Li inh = 14.1%[38.3 µM]

# Next part.
Molecule | HTT aggregate | NPSR antagonist | CBFb-RUNX1 inh | Epigenetic reg | KinaseGlo FLuc | L3MBTL1 block | IMPase Li inh
CCOC(=O)c1cnc2ccc(Br)cc2c1NCCO | 1.5% | -0.7%[46.1 µM] | 7.0% | -2.3% | -0.6% | . | 1.1%[38.3 µM]
COc1ccccc1OCC(=O)NCc1nc(-c2ccccc2)no1 | 8.9% | -11.8% | -1.2% | -1.9% | -0.6% | -8.1% | 7.4%
CCC(=O)NC(Nc1nc2ccc(C)cc2s1)(C(=O)OC)C(F)(F)F (configuration not stated) | -0.5% | -7.4%[46.1 µM] | 1.2% | 3.3% | 15.4% | . | -2.8%[38.3 µM]
CCOc1ccc(NC(=S)NNC(=S)Nc2cccc(C(F)(F)F)c2)cc1 | -7.5%[9.22 µM] | 25.7% | -0.2% | 0.0% | . | -9.7% | .
COc1cccc(S(=O)(=O)Nc2ccc(C(=O)Nc3ccncc3)cc2)c1 | -10.8% | -1.0% | 2.5% | 1.3% | 1.6% | 8.4% | 5.0%
O=C(Cn1cc2c(n1)CCCC2)N1CCOCC1 | -15.5% | 1.3%[46.1 µM] | 0.0% | 0.0% | -1.0% | . | -7.4%[38.3 µM]
COc1cc(C2C(C#N)=C(N)Oc3cc(O)ccc32)cc(OC)c1OC (configuration not stated) | 24.4% | 13.7%[46.1 µM] | -3.8% | 0.3% | -1.7% | -0.6% | 1.6%[38.3 µM]
CCN(CC)C(=O)CSc1nnc(-c2ccc(S(=O)(=O)NCc3ccccc3Cl)cc2)o1 | -4.9% | -0.1%[46.1 µM] | 12.0% | 0.9% | 11.2% | 11.2% | -10.1%[38.3 µM]
O=C(NCCN1CCOCC1)c1ccc([N+](=O)[O-])cc1[N+](=O)[O-] | 3.4% | 3.0%[46.1 µM] | 3.9% | -1.0% | -3.4% | 12.4% | -0.8%[38.3 µM]
O=C(/C=C/c1ccc(Br)cc1)NC1CCCCCC1 | 11.2% | -18.8%[46.1 µM] | 4.2% | 1.4% | -11.4% | 7.4% | 18.0%[38.3 µM]
CN1CCN(C(CNS(=O)(=O)c2cccs2)c2cccnc2)CC1 (configuration not stated) | -6.9%[9.22 µM] | -19.5% | 6.0% | -0.1% | . | -2.9% | -1.1%
CSCCC(NC(=O)c1ccccc1Br)C(=O)Nc1ccc(C)cc1 (configuration not stated) | 15.5% | -15.4%[46.1 µM] | -10.7% | 0.0% | -1.8% | -6.6% | -3.0%
C=CCn1c(SCC(=O)NCC)nnc1-c1cc2c(s1)CCC(CC)C2 (configuration not stated) | 8.4% | -18.8% | -0.8% | -1.0% | 8.3% | -9.0% | 6.8%
COc1ccc(Cc2nnc(NC(=O)Cn3cnc4c3c(=O)n(C)c(=O)n4C)s2)cc1OC | ? | 1.2%[46.1 µM] | 7.1% | -2.3% | 1.2% | -2.0% | -7.3%[38.3 µM]
NC(=O)N/N=C/c1cccc(C(F)(F)F)c1 | 13.7%[9.22 µM] | -16.9% | 11.4% | -9.1% | . | 8.0% | .
CC1CN=C2C(C(=O)Nc3ccccc3)=C(O)CC(c3ccccc3)N21 (configuration not stated) | ? | -20.9% | 4.9% | -1.0% | 0.7% | -8.2% | 2.0%
O=C(NCc1ccccc1)c1ccc(/C=N/O)nc1 | -3.7% | 9.5%[46.1 µM] | 7.0% | 0.0% | -3.6% | -6.4% | -1.5%[38.3 µM]
O=C(O)CCC(=O)Nc1cccc(C(=O)c2ccccc2)c1 | -11.5%[9.22 µM] | 56.7% | -0.7% | 5.0% | . | 7.2% | .
Cc1cc(CNC(=O)COc2ccc(F)cc2Cl)cc(C)c1O | 23.0% | -12.7% | -5.1% | 7.4% | 1.2% | 28.4% | 17.8%
COC(=O)c1cccc(N2C(=O)C3CC=CCC3C2=O)c1 (configuration not stated) | -1.1% | 12.2%[46.1 µM] | 10.1% | 1.2% | -0.1% | -3.6% | 22.2%
O=C(CSc1ccc(-c2ccncc2)nn1)N1CCCC1 | -19.0% | 19.7% | 3.2% | 3.7% | 0.6% | . | -0.8%
Cc1ccc(C)n1-c1ccsc1C(=O)CC#N | 20.2% | -11.4% | -14.4% | 1.3% | 1.5% | -11.3% | -11.4%
COCCCNCCOCCOc1ccc(Cl)cc1C(C)(C)C | -1.0% | -8.5% | 3.8% | -0.9% | -0.9% | 0.7% | -0.2%
CC1(C)CC(O)C(C(O)c2cccc([N+](=O)[O-])c2)C(C)(C)N1 (configuration not stated) | -20.9% | -31.5% | 16.2% | -1.6% | 0.4% | 2.2% | 0.9%
COC(=O)/N=C/c1c(NCc2ccccc2)nc2c(C)cccn2c1=O | ? | -15.3% | 12.0% | 0.8% | -1.1% | 14.5% | 3.9%
NC(=O)NCCCC(=O)OCC(=O)c1ccc2ccccc2c1 | 3.7% | -6.3% | -1.4% | 1.1% | -1.5% | . | -7.6%
COc1cccc2cc(C(=O)NCc3ccco3)c(=O)oc12 | 9.1% | 6.9% | -2.4% | -2.0% | -2.0% | -11.0% | 11.2µM*
COc1ccc2cc(C#N)c(SCC(=O)NNC(=O)Cc3ccccc3)nc2c1 | 5.9% | 4.4%[46.1 µM] | -1.1% | ? | -1.3% | -5.3% | ?
CCc1nc(SCC(=O)NCCc2ccc(OC)c(OC)c2)c2c(=O)n(C)c(=O)n(C)c2n1 | -1.1% | -5.9%[46.1 µM] | 0.0% | 0.0% | 1.9% | 1.7% | 15.4%[38.3 µM]
Cc1ccc(/C=C2\NC(=S)NC2=O)cc1[N+](=O)[O-] | 16.7% | 1.6% | -3.7% | 6.5% | 3.5% | 5.4% | 2.5%
S=c1[nH]nc(-c2ccco2)n1/N=C/c1cccc(Cl)c1Cl | 5.3% | -13.0% | -29.2% | -3.2% | 3.8% | -6.0% | -9.5%
CCOC(=O)/C(C#N)=C1/SC(CCO)C(=O)N1c1ccccc1 (configuration not stated) | 13.5% | -5.0%[46.1 µM] | 8.4% | 0.0% | -4.3% | 3.3% | 0.2%[38.3 µM]
Cn1cnnc1SCC(=O)c1ccco1 | 11.0% | -1.7%[7.67 µM] | 1.8% | 1.3% | 1.8% | -0.5% | -2.0%[38.3 µM]
CCc1ccccc1NC(=S)N(CCN(C)C)C(C)c1ccccn1 (configuration not stated) | ? | 3.1%[46.1 µM] | ? | -3.7% | 17.9% | . | 20.6%[38.3 µM]
